Screening results (PubChem BioAssay)
NR1D1 modulator: Rev-erb alpha (human) modulation; P20393; Rev-erbα–FITC-DNA binding, fluorescence polarization, 90 min; activity, % at 10 µM; 370,000 tested, 0.79% active; AID 1259318;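 active = activity above about 14%, limit read from the data; passing the limit was not always enough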;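 note: 0% = DMSO wells with 35 nM protein and 100% = DMSO wells with 750 nM protein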
MBD2 inh: MBD2-methylated oligo binding inhibition | Q9UBB5 | TR-FRET, MBD2 binding to methylated oligonucleotide | inhibition, % at 4.4 µM | 370,000 tested, 0.31% active | AID 686964; in the data active = inhibition above about 13%
UHRF1 binding: blocks human UHRF1 binding to methylated DNA; UHRF1 binding to methylated oligo, TR-FRET; inhibition, % at 4.4 µM; 370,000 tested, 0.75% active; AID 687016; in the data active = inhibition above about 21%;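 note: UHRF1 SRA domain binding a hemimethylated CpG hairpin DNA probe; 0% = median of test compound wells and 100% = reference inhibitor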
Target sequence (Q96T88 whole entry, looked up, the tested form may be a part): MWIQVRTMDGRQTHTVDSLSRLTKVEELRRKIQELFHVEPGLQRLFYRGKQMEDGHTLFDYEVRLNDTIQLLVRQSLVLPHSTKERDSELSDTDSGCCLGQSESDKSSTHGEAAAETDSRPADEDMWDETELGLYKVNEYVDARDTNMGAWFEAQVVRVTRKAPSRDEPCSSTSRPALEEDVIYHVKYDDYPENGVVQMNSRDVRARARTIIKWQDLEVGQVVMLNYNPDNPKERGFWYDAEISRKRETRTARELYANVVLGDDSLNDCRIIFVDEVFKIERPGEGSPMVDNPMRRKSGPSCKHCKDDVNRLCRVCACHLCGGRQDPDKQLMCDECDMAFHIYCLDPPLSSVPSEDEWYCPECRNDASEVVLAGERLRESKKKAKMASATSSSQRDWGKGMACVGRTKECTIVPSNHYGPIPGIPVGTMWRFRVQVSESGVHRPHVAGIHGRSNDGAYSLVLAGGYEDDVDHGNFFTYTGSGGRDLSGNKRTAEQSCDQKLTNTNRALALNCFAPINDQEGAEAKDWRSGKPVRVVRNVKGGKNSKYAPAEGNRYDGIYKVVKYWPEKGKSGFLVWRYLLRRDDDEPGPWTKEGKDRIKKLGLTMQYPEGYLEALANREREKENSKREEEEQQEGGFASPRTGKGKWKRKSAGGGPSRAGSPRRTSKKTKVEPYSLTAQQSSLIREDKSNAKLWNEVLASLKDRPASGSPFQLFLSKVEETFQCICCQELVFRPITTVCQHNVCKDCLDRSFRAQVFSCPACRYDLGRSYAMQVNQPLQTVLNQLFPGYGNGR
ABHD4 inh: ABHD4 (mouse) inhibition, primary FP screen; Q8VD66; purified mABHD4, FP-Rh probe fluorescence polarization; inhibition, % at 8.92 µM; 370,000 tested, 0.54% active;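 active = inhibition exceeding the mean over every tested compound plus 3 SD, cut at about 30% in these data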;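 note: 0% = plate median of compound wells and 100% = S159A mutant with DMSO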
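Assay system: Wild-type mouse ABHD4 protein | Medium: HEPES pH 7.0 buffer, 150 mM NaCl, 0.01% Pluronic F-127 | Incubation: Enzyme–compound pre-incubation 45 min, then probe 60 min, both 25 °C | Technique: Fluorescence polarization with parallel and perpendicular emission, 525/598 nm | Evaluation: % inhibition of FP-Rh probe binding versus controls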
PRMT1 FP inh: PRMT1 (human) inhibition, primary screen | Q99873 | recombinant PRMT1, activity-based probe fluorescence polarization | inhibition, % at 2.79 µM | 370,000 tested, 1.3% active | AID 652257;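 active = inhibition above about 21% made by adding two undisclosed values, limit read from the data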
PG9 binder: PG9 antibody binding by small molecule. TR-FRET gp120-PG9 antibody binding. AID 624416. inhibition, % at 6.7 µM. 360,000 tested, 0.43% active; in the data active = inhibition above about 8.5%
TCR-CD3 inh: human TCR-CD3 binding inhibition | TAMRA-labeled TCR probe fluorescence, biochemical | AID 651800 | 360,000 tested, 0.37% active | inhibition, % at 9.4 µM; in the data active = inhibition above about 19%;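 note: recombinant mutant TCR 2C K166C tagged with TAMRA read by polarization; 0% = receptor in buffer alone and 100% = receptor with positive control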
LEDGF integ inh: blocks HIV-1 LEDGF/p75-dependent DNA integration; AID 743269; inhibition, % at 3.7 µM; TR-FRET IN-LEDGF/p75 DNA integration, Eu/Cy5; 370,000 tested, 0.64% active;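 active = inhibition above the screen-wide mean plus 3 SD, cut at about 13% in these data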;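 note: signal is the Cy5 over europium emission ratio at 671 and 618 nm; 0% = plate median of compound wells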
HTRA1 inhibitor: inhibitors of human serine peptidase HTRA1; Q92743; recombinant HTRA1, FP-rhodamine activity-based probe, fluorescence polarization; inhibition, % at 5.96 µM; 340,000 tested, 0.5% active; AID 504803; in the data active = inhibition above about 36%;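 note: 0% = enzyme with DMSO and 100% = wells lacking enzyme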
rCAG binder: binds r(CAG) RNA repeats; r(CAG) RNA repeat, TO-PRO-1 dye displacement fluorescence; inhibition, % at 3 µM; 370,000 tested, 1.3% active;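 active = inhibition above the plate cutoff, the mean of all test compounds on that plate plus 3 SD, cut at about 35% in these data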;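 note: 0% = DMSO alone and 100% = 100 µM mitoxantrone as full dye displacement; higher means more dye released from RNA so lower well fluorescence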
The depositor's hits bear a star; x = not tested or not shown.

Values run as follows: NR1D1 modulator	MBD2 inh	UHRF1 binding	ABHD4 inh	PRMT1 FP inh	PG9 binder	TCR-CD3 inh	LEDGF integ inh	HTRA1 inhibitor	rCAG binder
COc1ccccc1NC(=O)CSc1nnnn1C
  -3	3	3	-7	2	-1.0	3	5	3	4
Nc1c(C(=O)N/N=C/c2ccccc2)cnn1-c1ccccc1
  -1	0	6	2	-1	-1.1	-1	0	-4	0
Cc1nn(Cc2ccccc2)c2c1C(c1ccco1)C(C#N)=C(N)O2 (configuration not stated)
  2	-10	-10	11	2	-0.3	3	4	7	1
O=C(c1ccc(NC2=NC3CS(=O)(=O)CC3S2)cc1)N(CCO)Cc1ccccc1 (configuration not stated)
  2	-1	3	-7	-1	1.0	-1	1	5	4
O=C(CSc1nnc(Cc2ccccc2)o1)NCCN1C(=O)CSC1=O
  4	-5	-1	4	1	0.9	4	-1	-2	3
CCCOc1ccc(C(=O)C(CN2CCCC2)c2ccccc2)cc1 (configuration not stated)
  -1	-2	1	2	2	0.1	-4	2	-3	-4
COc1ccc(CN2C(=O)c3cccnc3C2=O)cc1S(=O)(=O)NC1CCCCC1C (configuration not stated)
  4	-1	1	6	4	-2.0	-2	0	6	-1
CC(NC(=O)COC(=O)C1(C)CC1(Cl)Cl)c1ccccc1 (configuration not stated)
  -7	-10	2	-7	-3	0.0	0	6	0	-2
COC(=O)C1CCN(CC(=O)NC(=O)Nc2ccccc2F)CC1
  2	-6	5	-3	-3	0.7	2	-1	2	2
CCC1CCCCN1S(=O)(=O)c1ccc(S(=O)(=O)N(Cc2ccccn2)CC2CCCO2)cc1 (configuration not stated)
  -3	-8	-3	-5	0	-1.4	-6	6	-1	-2
C#CCOCCOCCOCCNc1nc(N2CCOCC2)nc(N2CCN(C(=O)[C@H](C)n3cc(CCC(=O)O)nn3)CC2)n1
  4	2	1	1	-1	-2.0	7	1	2	-4
CSc1ccc(/C=C(/NC(=O)c2ccccc2)C(=O)NCCN2CCOCC2)cc1
  -5	-2	0	8	-4	-2.2	-6	-3	0	-7
COc1cc(OC)cc(C(=O)NCCCN2CCOCC2)c1
  2	-2	-1	2	-1	-0.5	6	0	2	1
COc1ccc(C(=O)NC2CCCc3ccccc32)cc1[N+](=O)[O-] (configuration not stated)
  1	3	3	4	1	-0.1	-8	-2	-5	-2
N#Cc1ccc(-c2nc3ccc(Cl)cn3c2Cc2ccccc2C(F)(F)F)cc1
  -6	-3	0	-2	1	1.0	-3	-2	x	9
CN(C)c1cccc2c(S(=O)(=O)NC(=O)[C@H]3O[C@@H](n4cnc5c(N)ncnc54)[C@H](O)[C@@H]3O)cccc12
  1	1	-7	7	4	0.0	10	6	x	9
CC(=O)c1c(C(C)=O)c(C)n(-c2ccc(N)c(C)c2)c1C
  -8	-5	-2	-1	-1	1.2	1	-2	2	-1
OC(c1ccccc1)(c1ccccc1)c1ccn[nH]1
  -1	3	-3	1	-2	0.2	6	-4	-3	-1
Nn1c(SCC(=O)Nc2ccc3c(c2)OCO3)nnc1C(F)(F)F
  -1	1	0	0	2	-1.6	7	0	-1	-2
CCOc1cc(N2CCOCC2)c(OCC)cc1NC(=O)COC(=O)c1cccc2ccccc12
  -3	1	3	5	0	0.6	-10	0	-6	4
CC1(C)CC(=O)c2cn3c(nc2C1)nc1ccccc13
  0	3	-1	-5	0	0.2	-6	1	1	-2
CCOC(=O)Cc1csc(NS(=O)(=O)c2ccccc2)n1
  2	-3	-1	0	-1	-1.5	11	0	1	4
CCCCn1c(-c2csc(C(C)C)c2)n[nH]c1=S
  0	-2	-2	-3	6	-0.2	5	2	-7	1
Cn1c(Cl)c(C(=O)Nc2ccc(Cl)cc2)c2ccccc21
  -4	3	-4	-12	-3	0.4	7	1	-14	10
O=C(CCNS(=O)(=O)c1ccccc1)N1CCN(c2ccccc2F)CC1
  -4	-1	1	8	4	0.8	1	2	4	-4
COC(=O)C(C(=O)OC)c1ccc(N)cc1
  -4	7	3	-5	3	1.5	2	-5	6	0
COc1ccc(NC2=CC(=O)CC(c3ccccc3)C2)cc1 (configuration not stated)
  -4	-1	-2	4	-1	-2.4	6	0	-8	-2
Cc1ccc(C(=O)NCCN2CCC(n3c(=O)[nH]c4ccccc43)CC2)cc1F
  -3	-1	-1	7	2	0.1	-2	-3	x	-2
COc1cccc(NC(=S)N/N=C2\CC3CCC2(C)C3(C)C)c1 (configuration not stated)
  -3	5	-2	0	1	0.5	-2	3	-17	-2
O=C(Nc1ccc(Oc2cccnc2)cc1)C1CCN(Cc2cccc(Cl)c2)CC1
  -5	1	2	1	2	-0.5	-3	3	-5	0

In another format: entries from further up.
mol,NR1D1 modulator,MBD2 inh,UHRF1 binding,ABHD4 inh,PRMT1 FP inh,PG9 binder,TCR-CD3 inh,LEDGF integ inh,HTRA1 inhibitor,rCAG binder
CCC1CCCCN1S(=O)(=O)c1ccc(S(=O)(=O)N(Cc2ccccn2)CC2CCCO2)cc1 (configuration not stated),-3,-8,-3,-5,0,-1.4,-6,6,-1,-2
CCOc1cc(N2CCOCC2)c(OCC)cc1NC(=O)COC(=O)c1cccc2ccccc12,-3,1,3,5,0,0.6,-10,0,-6,4
Cn1c(Cl)c(C(=O)Nc2ccc(Cl)cc2)c2ccccc21,-4,3,-4,-12,-3,0.4,7,1,-14,10

The results go on.
Values run as follows: NR1D1 modulator	MBD2 inh	UHRF1 binding	ABHD4 inh	PRMT1 FP inh	PG9 binder	TCR-CD3 inh	LEDGF integ inh	HTRA1 inhibitor	rCAG binder
O=C(O)c1cccnc1Br
  -3	-3	4	5	5	-2.0	1	-4	6	6
CN(C)N1C(N)=C(C#N)C(c2ccc(F)cc2)C2=C1CC(C)(C)CC2=O (configuration not stated)
  -6	-2	0	-5	2	-2.6	1	4	0	-4
Cc1ccc(S(=O)(=O)N(CC(=O)NC2CCC(C)CC2)c2cc(C)cc(C)c2)cc1 (configuration not stated)
  8	-3	-1	-2	-3	x	x	-1	x	2
O=S(=O)(c1cccc(S(=O)(=O)N2CCC(n3nnc4ccccc43)CC2)c1)N1CCCCC1
  0	4	3	-22	6	0.5	-8	-3	-39	8
N/C(=N\OC(=O)Nc1cccc(C(F)(F)F)c1)c1ccno1
  1	0	-3	-5	-2	-0.3	5	0	x	2
C=C(C)c1ccc(C(C)(C)NC(=O)N2CCN(C)CC2)cc1
  -5	-1	5	-9	3	1.8	-11	6	-2	-2
CCC1Oc2ccc(C)cc2N(CC(=O)NCCC2=CCCCC2)C1=O (configuration not stated)
  3	1	-2	0	-1	-0.5	7	0	-9	-7
CCC(=O)Nc1nc(C)nc(C)c1C(C)=O
  x	2	7	0	-2	-0.5	7	2	4	-3
COC(c1ccccc1)c1nnc(CCC(=O)NCCC(C)C)o1 (configuration not stated)
  4	0	-1	-8	-5	-2.2	5	0	-2	1
Cc1cc(C)cc(Oc2ccccc2/C=N\O)c1
  0	-3	-2	-22	-1	-1.0	7	4	-18	-3
CCCCCCN=C(C)c1ccccc1O
  2	-2	-3	2	-3	0.0	1	0	-2	1
Cc1ccc(Nc2nc(N)c([N+](=O)[O-])c(NCCO)n2)cc1
  6	1	11	2	-1	-0.3	0	0	x	-1
CCC(C(=O)OC)n1cnc2c(nnn2-c2cccc(Cl)c2)c1=O (configuration not stated)
  -4	2	0	-8	-1	-1.3	5	0	-2	1
CCCCCN(C(=O)CCC(=O)OCC(=O)N(CC#N)c1ccccc1)c1c(N)n(CCCC)c(=O)[nH]c1=O
  -6	-3	-1	3	-4	-0.3	-5	4	-2	-7
COC(=O)c1ccc(Nc2cc(C)nc3ncnn23)cc1
  5	-4	-1	-2	0	-0.4	-4	1	2	0
O=C(NCCN1CCN(C(=O)c2cccc(Br)c2)CC1)C(=O)NCc1ccccc1
  -4	-6	-1	-3	-4	-0.8	1	0	0	-8
O=C(c1cccc(S(=O)(=O)N2CCN(c3ccccc3)CC2)c1)N1CCCCCCC1
  4	0	-1	3	5	1.4	-5	-2	-10	-4
CCOC(=O)Nc1cccc(NC(=O)c2cc(OC)cc(OC)c2)c1
  2	2	3	-14	2	-2.3	-4	5	-28	1
O=C(Nc1cccc2cccnc12)c1ccc2sc([C@H]3C[C@H](O)[C@@H](CO)O3)nc2c1
  -2	-8	-3	-8	1	-0.6	0	2	x	4
CNC(=O)c1c(C)noc1C
  4	-5	-1	2	-5	-0.8	3	-1	3	-1
CC(C)c1ccc(Nc2cnn(C34CC5CC(CC(CC(=O)O)(C5)C3)C4)c(=O)c2Cl)cc1
  -4	-1	-4	0	-3	0.3	3	2	1	1
O=C1CC(c2ccco2)CC(O)=C1C=NCC1NCCc2ccccc21 (configuration not stated)
  -11	-7	-3	8	7	-0.6	6	23*	23	6
Cc1ccc(-n2c(C)c(C)c3c(NCCN(C)C)ncnc32)cc1
  -5	2	7	-2	-6	-0.4	-7	5	3	-1
COc1ccc2cc(CN(Cc3cccs3)Cc3nnnn3Cc3ccccc3)c(=O)[nH]c2c1
  4	1	0	-8	-2	-3.0	6	1	-56	0
CCOc1ccc(-c2nc3n(c(=O)c2C#N)CCCS3)cc1
  7	4	0	5	1	1.6	-6	1	-12	9
O=C(Cn1nc(-c2ccc(Cl)cc2)c2ccccc2c1=O)Nc1cccnc1
  -2	0	-1	-4	2	0.0	4	1	-12	-3
COC(=O)c1cccc(NC(=O)CSc2nnc(C)n2C)c1
  -5	6	6	-2	2	0.8	-2	-3	3	-1
CN(C)c1nc(NC(C)(C)C)nc(SCC(=O)Nc2ccccc2)n1
  1	4	-3	-19	-1	2.0	4	0	-24	-10
CCOC(=O)C1=C(COC(=O)c2ccc(OC)c(S(=O)(=O)N3CCOCC3)c2)NC(=O)NC1C (configuration not stated)
  -6	2	7	2	-1	-1.4	-9	0	10	2
CC1Cc2cc(/C(O)=C3/C(=O)C(=O)N(CCCn4ccnc4)C3c3ccc(Br)cc3)ccc2O1 (configuration not stated)
  1	-3	-4	13	-2	2.3	6	1	2	14
S=c1[nH]nc(-c2cc(-c3ccccc3)n[nH]2)n1/N=C/c1cccc(Cl)c1
  -14	-1	-1	-1	8	-2.4	7	4	-4	35*
CCCOc1ccc(C2C(C(=O)c3cc4ccccc4o3)=C(O)C(=O)N2c2cc(C)on2)cc1OC (configuration not stated)
  -6	-4	-3	-1	-1	7.6	-3	-2	-15	40*
CCc1nn(-c2cc(Oc3cccc4ccccc34)nc(-c3ccccc3)n2)c(N)c1C#N
  -2	1	7	5	3	-1.5	-2	-5	1	2
CN(C)/C=N/C(=S)Nc1ccc(Cl)cc1Cl
  5	0	-2	-6	-2	-1.2	1	3	4	-2
COc1ccc(Cl)cc1NC(=O)CCN1CCN(c2ccccc2C)CC1
  5	-8	-3	2	-1	-1.6	1	0	-2	-2
NNC(=O)C1CCN(S(=O)(=O)c2ccc(Cl)cc2)CC1
  0	5	3	0	3	-0.1	-2	-2	-13	2
CCCN(C(=O)CSc1nnnn1-c1ccccc1OC)C1CCS(=O)(=O)C1 (configuration not stated)
  0	2	1	4	3	-0.4	-5	0	-1	-5
Cc1ccc(NC(=O)CN(C)C(=O)COC(=O)C2=COCCO2)cc1
  0	1	-2	4	1	-0.4	3	-3	3	-1
COc1ccc(S(=O)(=O)c2c(O)c3ccc(C(=O)Nc4ccccc4)cc3[nH]c2=O)cc1
  0	3	3	0	2	-2.5	6	2	-2	6

Not all compounds are listed (hit frequency here may not be typical).
